dFosB activator – mouse delta FosB homodimer activation; 0.99% of 340,000 active; purified delta FosB, TAMRA-CDK5 oligo fluorescence polarization; percent of positive-control signal above neutral wells; P13346; activation, % at 25 µM;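 active = mean activation above about 17%, with every replicate also reaching it, limit read from the data, passing the limit was not always enough; inconclusive = only one of the two conditions met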;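 also: fluorescence polarization rise as delta FosB binds a TAMRA Cdk5 AP-1 oligo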
Target sequence (P13346 whole entry, looked up): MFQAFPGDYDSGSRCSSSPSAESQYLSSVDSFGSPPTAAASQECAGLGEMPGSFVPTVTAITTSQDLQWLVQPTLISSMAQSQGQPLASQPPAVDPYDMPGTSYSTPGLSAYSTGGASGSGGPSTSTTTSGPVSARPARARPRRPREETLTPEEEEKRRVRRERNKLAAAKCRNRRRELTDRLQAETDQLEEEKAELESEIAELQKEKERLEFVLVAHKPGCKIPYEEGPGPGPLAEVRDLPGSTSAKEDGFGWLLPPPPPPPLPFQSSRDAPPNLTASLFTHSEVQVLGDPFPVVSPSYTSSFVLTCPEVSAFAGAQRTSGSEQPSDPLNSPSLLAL
CDK5 inh – inhibitors of human CDK5/p35 kinase | Q00535+Q15078 | Recombinant CDK5/p35, ADP-Glo luminescence, 60 min | inhibition, % at 10 µM | 0.01% of 330,000 active;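 active = highest replicate inhibition of at least 50% and at least 75% of replicates reaching 50%; inconclusive = only one of the two criteria met; inactive = both criteria failed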;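 also: plate controls were DMSO neutral control for no effect and GW8510 at 10 µM for full effect; many of its hits are not listed in these tables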
Target sequence (Q00535 whole entry, looked up): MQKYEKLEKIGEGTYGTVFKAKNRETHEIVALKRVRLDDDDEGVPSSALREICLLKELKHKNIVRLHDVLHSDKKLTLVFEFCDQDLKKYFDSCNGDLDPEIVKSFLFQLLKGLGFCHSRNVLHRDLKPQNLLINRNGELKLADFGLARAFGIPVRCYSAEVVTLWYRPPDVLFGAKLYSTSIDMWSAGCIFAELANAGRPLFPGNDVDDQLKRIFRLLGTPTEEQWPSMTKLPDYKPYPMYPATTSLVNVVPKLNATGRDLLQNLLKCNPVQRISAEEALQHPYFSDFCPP
Target sequence (Q15078 whole entry, looked up): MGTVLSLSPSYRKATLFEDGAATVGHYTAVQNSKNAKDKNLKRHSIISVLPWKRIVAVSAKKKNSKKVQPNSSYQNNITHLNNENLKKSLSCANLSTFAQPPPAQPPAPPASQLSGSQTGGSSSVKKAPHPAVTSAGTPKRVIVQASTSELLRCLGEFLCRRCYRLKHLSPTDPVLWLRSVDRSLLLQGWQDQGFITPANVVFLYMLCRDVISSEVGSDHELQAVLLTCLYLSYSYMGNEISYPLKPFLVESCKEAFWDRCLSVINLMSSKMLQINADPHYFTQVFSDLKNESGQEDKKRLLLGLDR
Rtt109 Vps75 – C. albicans Rtt109 histone acetyltransferase inhibition; Q5AAJ8; purified Rtt109/Vps75, ThioGlo CoA-SH fluorescence, 4 h; inhibition, % at 34.9 µM; 0.16% of 330,000 active;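 active = inhibition of at least 50% in every replicate; inconclusive = best replicate reaches 50% inhibition but some replicates fall short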
MITF TRPM1 HTS – increases MITF-driven TRPM1 promoter luciferase signal. SK-MEL-5 TRPM1-promoter luciferase, 24 h; % of positive control, neutral wells = 0. activation, % at 12.5 µM. 0.75% of 300,000 active. AID 588334;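 active = mean activation of at least 80% with every replicate also reaching 80%; inconclusive = mean reaches 80% but some replicate falls short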;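 also: 0% = neutral control wells and 100% = parthenolide positive control wells; values of inactives mirror those of a sister screen read the other way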
Tat export inh – E. coli Tat transport inhibition; E. coli MC4100 TorA-mCherry Tat export, fluorescence; inhibition, % at 10 µM; 0.036% of 340,000 active; AID 488895;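 active = mean replicate inhibition at least 50% and at least half of replicates individually reaching 50%; inconclusive = only one of the two criteria met; inactive = neither criterion met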;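 also: exported cargo escapes ClpAP degradation while cytoplasmic cargo is degraded and loses fluorescence; 0% = median of neutral control wells and 100% = median of NaSCN control wells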
CAL PDZ FP-1 – inhibitors of human CAL PDZ peptide binding. purified CAL PDZ, TMR-peptide fluorescence polarization, 1 h. inhibition, % at 20 µM. AID 504414. 0.02% of 330,000 active;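 active = highest replicate inhibition of at least 40%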;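 also: plate controls were DMSO neutral control wells for no effect and unlabeled competitor peptide control wells for full effect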
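Test system: tagged CAL PDZ domain / Buffer or medium: sodium phosphate/NaCl buffer pH 7.4 with TCEP, IgG, Thesit / Reagent: TMR-labelled reporter peptide T*-PRC34 bound in PDZ groove / Compound dosing: single point, 20 µM / Schedule: 1 h incubation at room temperature before polarization reading / Technique: fluorescence polarization (mP) / Benchmarks: unlabelled peptide, DMSO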
Wnt act – Wnt/beta-catenin pathway activation; AID 743398; Wnt/beta-catenin reporter cell assay, activator, plate reader; 1.2% of 300,000 active; activation, % at 9.35 µM; in the data active = activation above about 30%, passing the limit was not always enough; inconclusive = no clear call, values can overlap the other calls;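 also: 0% = neutral control wells and 100% = positive control wells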
CAL PDZ FP-2 – blocks peptide binding to the human CAL PDZ domain | Q9HD26 | purified CAL PDZ, TMR-peptide fluorescence polarization, 1 h | inhibition, % at 24.9 µM | 0.92% of 300,000 active | AID 602252;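 active = mean inhibition of at least 30% with at least half of replicates also reaching 30%; inconclusive = no clear call, values can overlap the other calls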;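 also: 0% = DMSO neutral control and 100% = excess unlabeled competitor peptide PRC23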
cardiac RTF act – cardiac RTF calcium sensitization; P19429+P45379; IANBD-labeled TnC RTF fluorescence at EC20 calcium; 0% EC20 calcium, 100% full calcium; activation, % at 7.2 µM; 0.24% of 340,000 active;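 active = activation above the mean over all tested compounds plus 3 SD, cut at about 30% in these data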;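 also: rise in fluorescence read as greater calcium sensitivity of cardiac thin filaments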
V-ATPase pHluor – alters yeast V-ATPase proton transport; response, % at 10 µM; S. cerevisiae, pHLuorin cytosolic pH fluorescence; 0.37% of 350,000 active; in the data active = response mostly above about 7.3%, no sharp cut-off; inactive = mostly below about 5.4%; also: actives read high; inactives centre near 0; some compounds called inactive have numbers as strong as hits
* marks the source's active call; other numbers are inactive results; ? = inconclusive; . = no result given.

SMILES	dFosB activator	CDK5 inh	Rtt109 Vps75	MITF TRPM1 HTS	Tat export inh	CAL PDZ FP-1	Wnt act	CAL PDZ FP-2	cardiac RTF act	V-ATPase pHluor
CN(C)CCCNC(=O)C(=O)NCC1CCCO1 (stereo unspecified)	1	0.4	2	-10	?	-2.5	0	-2	-1	4
COc1ccccc1C(=O)Nc1ccnn1C1CCN(CCCc2ccccc2)CC1	-2	-0.4	-6	6	0	-3.8	0	-5	2	1
CCNc1c2c(nc3ccccc13)CC(C)(C)CC2=O	-10	-0.1	15	0	-2	0.3	.	-2	-3	1
COc1ccccc1-n1nnnc1SCC(=O)N(C)C1CCS(=O)(=O)C1 (stereo unspecified)	-3	-3.4	5	6	5	-0.7	-8	-4	-3	0
CCOc1ccc(-n2nc(C(=O)NCCOC)c3ccccc3c2=O)cc1	-8	-0.4	-5	.	-6	0.7	-1	.	-3	9
CCOc1ccc(S(=O)(=O)Nc2nc3ccccc3nc2-n2ccc(=NC(=O)c3ccccc3C)cc2)cc1	-15	-5.7	1	.	1	-3.1	3	-7	12	-3
CC(=O)NC1(c2cccc(F)c2)CCN(C(=O)Nc2ccc(C#N)cc2)CC1	-4	-0.8	0	-3	2	0.3	-8	-8	2	1
C=CCOC(=O)C1=C[C@@H](c2ccc(Br)cc2)C[C@@H](OCCCCO)O1	-1	0.6	3	-11	-4	-0.5	1	-2	-2	-7
Cc1cccc(-c2nc3ccccc3c(=O)n2NC(=S)N(C)C)c1	2	0.9	-1	3	-12	-0.5	0	9	-4	3
COc1ccccc1NC(=O)COc1ccc(C(F)(F)F)cc1[N+](=O)[O-]	-1	0.4	-1	14	1	-1.7	.	-2	0	3
CC1CCCC(NC(=O)COC(=O)CCC2CCCC2)C1C (stereo unspecified)	-13	-2.6	0	-7	14	-4.5	.	-2	12	-1
CN(C)CCCn1c(=O)n(Cc2ccccc2)c(=O)c2c3c(sc21)CCCCC3	12	0.7	-2	-3	1	-3.7	-9	.	-2	2
Cc1noc(C)c1C(=O)Nc1c(F)cc(F)cc1Br	-4	-0.8	2	-4	-3	0.4	-1	-7	0	0
O=C(OCc1nnc(-c2ccccc2)o1)c1ccc2ccccc2n1	-11	-4.0	0	7	16	-0.8	2	-1	6	2
O=C(O)C1=C(Nc2ccccc2)OCC1=O	7	-2.0	7	-8	3	-2.2	0	-1	2	1
O=C(CSc1ccc2nnc(-c3ccc(F)cc3)n2n1)N1CCOCC1	-15	-1.2	-13	-17	-3	-3.4	-1	.	5	0
COc1ccc2c(c1)N(C)/C(=C1/SC(=S)N(NC(C)=O)C1=O)S2	0	-0.5	3	.	-4	-1.6	1	-3	-3	-1
COc1ccc(NS(=O)(=O)c2cccc(C(=O)NNC(=O)CNC(=O)c3ccccc3Cl)c2)cc1	-13	0.3	8	5	3	-1.3	-1	-1	-8	-1
COc1cc(NC2c3ccccc3C(=O)N2Cc2ccccc2)cc(OC)c1OC (stereo unspecified)	-7	2.1	-1	3	-3	-1.5	4	-14	-5	-2
O=C(CN1C(=O)CC(c2ccco2)Sc2ccccc21)Nc1ccc2c(c1)OCCO2 (stereo unspecified)	-4	-1.5	.	-1	1	-2.9	.	-1	-1	1
Cn1cccc1C(=O)NCc1ccccn1	-2	0.6	6	-6	2	-3.1	0	-2	-4	-2
CC1CCCN(C(=O)CNC(=O)c2ccco2)C1 (stereo unspecified)	2	0.2	0	1	-6	-3.2	5	2	-4	-6
Nc1ncnc2c1ncn2[C@@H]1O[C@H](CNCc2ccccc2OCC(=O)N2CCCCC2)[C@@H](O)[C@H]1O	2	0.8	-4	13	0	-0.1	-1	-3	1	-1
COc1ccc(C(=O)NC2CCN(C(=S)Nc3ccccc3)CC2)cc1	-8	-0.5	-4	0	-6	0.5	-2	-2	-1	-1
Cc1ccc(S(=O)(=O)/N=C(/Nc2nc(C)cc(C)n2)N2CCOCC2)cc1	-2	-0.3	-16	-5	-4	-0.6	.	-2	-6	6
CC(C)C(C)NC(=O)CN1C(=O)NC2(CCCc3ccccc32)C1=O (stereo unspecified)	1	0.7	7	0	26	-1.9	2	0	-1	-1
CCCSc1nc(SCC(=O)NCc2ccccc2)c2c3c(sc2n1)COC(C)(CC)C3 (stereo unspecified)	6	-1.2	-5	.	0	-1.2	-7	-1	-3	-6
Cc1ccc(S(=O)(=O)Nc2ccccc2)cc1C(=O)N1CCCC1	1	-1.1	-10	0	3	-1.9	-1	-7	-6	-3
Cc1cccc(NC(=S)NCCN2CCOCC2)c1C	3	-1.1	0	-6	4	-0.8	-1	-3	-6	0
CCOC(=O)C1=NNC2(CC(=O)N(c3cc(C)cc(C)c3)C2=O)C1 (stereo unspecified)	-7	-0.1	12	-14	5	0.2	1	-2	1	2
CC(Oc1ccc2ccc(=O)oc2c1)C(=O)NC(Cc1c[nH]c2ccc(O)cc12)C(=O)O (stereo unspecified)	-4	-1.3	2	-5	-5	-0.1	-1	1	8	2
CN1CCN(C(c2cccc(C(F)(F)F)c2)c2nnnn2C(C)(C)C)CC1 (stereo unspecified)	3	1.4	.	-7	4	-1.1	.	3	-1	-3
Cc1cc(NC(=O)CSc2nnc(-c3ccccc3C)n2C)no1	2	2.0	-25	5	0	-1.0	-2	-3	1	3
CCc1cccc(C)c1NC(=O)c1cc(C)oc1C	4	0.0	0	-6	8	-2.1	1	-2	-5	-2
COCCNc1nc2c(c(=O)n(Cc3ccc(OC)cc3)c(=O)n2C)n1C	0	-0.5	-8	12	0	0.2	-2	.	-2	0
Nc1cc(C(=O)OCC(=O)NCc2ccc(F)cc2)ccc1Cl	5	1.0	-6	10	5	-2.3	-10	-5	7	0
CCCOc1ccc(C(=O)NCC(C)(C)N2CCOCC2)cc1	-5	-1.7	-11	4	-12	-2.4	-1	.	0	-1
COC(=O)c1c(NC(=O)COC(=O)CNC(=O)c2ccco2)sc(C)c1C	-1	-1.8	1	1	-6	-1.5	.	58*	5	1
N=c1c2c3c(sc2nc2n1CCCCC2)CCCCC3	-13	0.5	-1	70	-2	-1.7	.	-6	7	3
Cn1c2ccccc2c2cc(/C=N/NC(=O)c3ccc(N)cc3)ccc21	-2	1.5	-14	20	7	0.6	6	-1	-5	-6
FC(F)Oc1ccc(NC(=S)NC2CCSc3ccccc32)cc1 (stereo unspecified)	-3	-0.7	2	3	1	-2.5	1	-4	-4	-2
COc1ccc(-n2c(SCC(=O)NCC3CCCO3)nc3n[nH]c(C)c3c2=N)cc1 (stereo unspecified)	-9	-0.3	-1	-5	-9	-2.2	.	.	-7	0
CN(CC(=O)NC1CC1)S(=O)(=O)c1ccc(Br)cc1	-1	0.1	9	7	8	-1.9	-2	0	2	2
CCOC(=O)C1=CN(Cc2cccc(F)c2)S(=O)(=O)NC1c1ccc2ccccc2c1 (stereo unspecified)	-4	-1.6	-5	-10	5	0.0	-5	-2	-2	0
CCc1ccc(/C=C2/Sc3ccccc3N(CC(=O)NCCCN3CCOCC3)C2=O)cc1	-4	-2.1	-1	58	13	-2.5	5	-3	-3	-1
COc1ccc(NC(=O)CN2C(=O)C(C)SC(C)C2=O)c(OC)c1 (stereo unspecified)	3	-0.9	-4	-2	-7	-1.6	-2	2	-2	1
Cc1ccc(C2=NNC(=Nc3ccc(F)cc3)SC2)cc1	-8	0.2	-3	22	2	1.0	27	5	3	-1
Cc1ccc(-c2n[nH]c(=S)n2/N=C/c2ccncc2)cc1	-1	-0.9	-5	4	2	0.4	-1	0	3	0
N#Cc1c(NC(=O)CSc2nnc(-c3ccccc3)o2)sc2c1CCCC2	3	1.9	10	11	0	-0.6	1	.	-8	1
CCCC12CN3CC(CCC)(CN(C1)C3c1ccco1)C2=O (stereo unspecified)	10	-1.4	-3	-10	-2	0.8	14	-5	0	-2

Remaining list, next part.
SMILES	dFosB activator	CDK5 inh	Rtt109 Vps75	MITF TRPM1 HTS	Tat export inh	CAL PDZ FP-1	Wnt act	CAL PDZ FP-2	cardiac RTF act	V-ATPase pHluor
CCOc1ccc(CN2C(=O)CCC2(C)C(=O)NCc2cccnc2)cc1 (stereo unspecified)	-4	1.2	-2	-2	3	0.2	11	.	0	-1
C=CCn1c(SCC(N)=O)nnc1-c1cc(Br)ccc1O	-1	0.5	3	-7	-2	-1.0	-2	0	7	1
CCCc1cc(C(=O)Nc2nccs2)cs1	3	-1.0	-4	95*	8	.	.	-1	-3	-5
CC(c1ccccn1)N(CCN(C)C)C(=S)Nc1ccccc1F (stereo unspecified)	4	-0.9	11	3	12	0.7	-1	-1	1	3
O=C(c1cccc(-c2nnc(-c3ccccc3)o2)c1)N1CCCCCC1	-15	-2.2	23	65	4	-1.1	.	-5	-7	-2
CC(C)CCNC(=O)NC(=O)COc1ncnc2sccc12	-7	2.8	9	-13	-12	0.2	.	1	-4	-3
Cc1ccc(-c2nnn(CCC(=O)N3CCCCC3C)n2)cc1 (stereo unspecified)	-14	0.2	15	48	1	-2.2	.	-2	-4	1
CCCC(CCC(=O)Nc1ccc(S(N)(=O)=O)cc1)C(=O)O (stereo unspecified)	1	-5.6	0	-6	22	-1.7	.	0	21	11
COc1ccc(/C=N/N=C2\SC(CC(=O)O)C(=O)N2c2ccccc2)c(OC)c1 (stereo unspecified)	3	-0.5	1	-11	-5	-0.9	1	.	-6	-3
COc1ccc(NC(=O)COC(=O)c2cc(C)oc2C)c([N+](=O)[O-])c1	1	-1.7	0	.	2	-0.1	3	-6	0	0
O=C(Nc1cccc(O)c1)c1cccc(C(=O)Nc2cccc(O)c2)c1	-6	-0.1	2	.	9	-3.4	2	-4	5	0
Cc1nc(-c2ccc([N+](=O)[O-])cc2)nc2[nH]ccc(=O)c12	-4	0.5	5	105*	-1	1.1	37*	-9	-1	4
CC(=O)N/C(=C/c1ccc(OS(=O)(=O)c2ccc(C)cc2)cc1)C(=O)NCCO	4	-2.1	1	21	1	0.0	-2	-5	-8	-1
CCCN1CC=C2C(C#N)=C(N)C(C#N)(C#N)C(c3cc(OC)ccc3OC)C2C1 (stereo unspecified)	-10	-1.1	-4	-5	6	-1.6	-2	-1	16	-3
C=C1C(C(=O)Nc2ccc(OC)cc2)C1C(=O)Nc1ccc(OC)cc1 (stereo unspecified)	11	-2.5	-3	-5	2	2.1	-13	2	-5	4
O=C(CN1CCOCC1)Nc1ccc(F)cc1	2	0.5	-5	.	-7	0.1	2	-3	2	-3
COCCCNC(=O)c1ccc(OC)c(OC2CCN(C(C)C)CC2)c1	1	1.3	8	5	-5	-0.3	1	-5	6	-2
CCCC12CN3CC(C)(CN(C1)C3c1ccc(OC)cc1)C2=O (stereo unspecified)	-1	-0.6	0	-1	5	-0.5	3	-4	5	2
COc1cc(S(=O)(=O)NCCCn2ccnc2)ccc1Cl	-1	-1.1	1	-9	4	-0.9	1	.	-2	-1

Assay outcomes deposited in PubChem by several laboratories.
